BioA inh: inhibitors of Mycobacterium tuberculosis BioA enzyme. purified M. tuberculosis BioA enzyme, plate reader. inhibition, % at 9.99 µM. hit rate 0.096% among 360,000. AID 602481; in the data active = inhibition above about 40%
BH1578 lux ind: induces V. cholerae light production without autoinducers; hit rate 0.16% among 350,000; AID 588436; activation, % at 18.7 µM; V. cholerae BH1578 lux reporter, luminescence, 6 h; in the data active = activation mostly above about 9.7%, no sharp cut-off; also: not every result past the cut was called active; inactives centre near 0; reference of the scale not given here
TcdB GH inh: blocks C. difficile toxin B glycohydrolase activity; TcdB glycohydrolase enzymatic assay, plate reader; inhibition, % at 9.99 µM; hit rate 0.24% among 350,000; in the data active = inhibition above about 10%
PfHsp40 rescue: restores yeast growth despite PfHsp40 toxicity. S. cerevisiae expressing PfHsp40, growth rescue, ATP luminescence. growth rescue, % at 12.5 µM. hit rate 0.68% among 340,000. AID 504582; in the data active = growth rescue above about 28%, passing the limit was not always enough;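 also: yeast W303a lacking pdr1 and pdr3 grown in galactose medium; growth measured after three days at 30 °C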
UGM FP inh: Mtb UDP-galactopyranose mutase inhibition; purified UGM, fluorescence polarization probe displacement; inhibition, % at 10 µM; AID 504406; P9WIQ1; hit rate 0.06% among 320,000; in the data active = inhibition above about 10%, passing the limit was not always enough
FadD28 FP inh: blocks FadD28 binding to the bisubstrate probe; fluorescence polarization; inhibition, % at 12.5 µM; hit rate 0.22% among 360,000; AID 588549; in the data active = inhibition above about 8.5%, passing the limit was not always enough
GDH-TPI inh: counter-screen for M. tuberculosis FBA inhibitors: GDH-TPI coupled enzymes; GDH-TPI coupled enzyme counterscreen, NADH absorbance; inhibition, % at 4.8 µM; hit rate 1.2% among 360,000; AID 588335; in the data active = inhibition above about 30%;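 also: 0% = DMSO wells and 100% = wells lacking the enzyme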
FBA Mtb inh: inhibitors of M. tuberculosis fructose-bisphosphate aldolase | P9WQA3 | purified M. tuberculosis FBA, fluorescence read-out | inhibition, % at 1 µM | hit rate 2.3% among 360,000 | AID 588726; in the data active = inhibition above about 27%;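 also: 0% = vehicle and 100% = reference inhibitor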
Y pestis TopoI: blocks Yersinia pestis topoisomerase I activity; AID 504884; activity, % at 10 µM; hit rate 0.064% among 360,000; Y. pestis Topo-I cleavage product accumulation, plate reader; in the data active = activity above about 50%, passing the limit was not always enough; also: inactives centre near 2
Numbers without * were called inactive; i = inactive; . = no result given; + = active, no number; & = joins results of further samples. Compounds were not picked by outcome; overall some 4.6% were active at least once.

Every second line gives: BioA inh	BH1578 lux ind	TcdB GH inh	PfHsp40 rescue	UGM FP inh	FadD28 FP inh	GDH-TPI inh	FBA Mtb inh	Y pestis TopoI
COc1ccc(N2C(=O)c3ccc(C(=O)Nc4ccccc4OC)cc3C2=O)cc1
 : -2.4	i	-0.3	-1.7	2.0	-2.2	3	-1	0
Cc1nonc1C(=O)N/N=C/c1cc2c(cc1Br)OCO2
 : .	i	1.7	-0.8	0.7	-1.5	27	-2	-6
O=C(NCCS(=O)(=O)NCc1ccco1)c1ccccc1
 : -5.5	i	0.2	0.2	-0.7	-1.1	2	3	-6
Cc1ccc(C(=O)c2ncc[nH]2)cc1
 : -2.4	0.1	-0.1	-1.0	-0.2	-3.7	11	-1	-7
O=C(c1nc2ccccn2c1CN1CCCC(OCc2ccccc2)C1)N1CCCC1 (stereo unspecified)
 : 0.2	-0.4	1.1	-1.5	-1.9	-3.6	0	-6	10
Cc1c(CC(=O)N2CCC(C(=O)O)CC2)c(=O)oc2cc3c(cc12)CCC1(CCCCC1)O3
 : 0.7	-0.6	0.0	-0.3	0.0	-1.5	41*	+	7
O=[N+]([O-])c1ccc(O)c(C=Nc2cccc3ncccc23)c1
 : -2.1	i	-0.4	1.1	-0.9	-1.3	21	-2	3
Cc1cc(NC(=O)CCC(=O)N(CC(=O)NC2CCCC2)c2ccc(F)cc2)no1
 : -0.7	0.1	0.9	0.3	-0.4	-1.8	8	1	-1
Cc1ccc(CC(=O)NCC(O)c2ccccc2)cc1 (stereo unspecified)
 : 2.3	-0.2	0.7	-0.1	-0.1	-0.7	-10	1	-5
CCCNC(=O)c1cccc(COc2ccccc2OC)c1
 : .	-2.9	0.0	-0.2	-0.1	-1.3	6	-4	1
O=C(OCCN1C(=O)c2cccc3c(N4CCOCC4)ccc(c23)C1=O)c1ccccc1Cl
 : .	-0.2	.	1.7	22*	0.0	-1	1	37
S=C(NC1CCCC1)N1CCN(C/C=C/c2ccccc2)CC1
 : .	-0.2	0.9	0.6	-1.0	1.4	9	3	8
C=CCN(CC=C)c1ncnc2[nH]ncc12
 : -1.7	i	1.3	0.6	.	0.7	10	2	2
CSCCC(NC(=O)c1ccc(Cl)cc1Cl)C(=O)NNC(=O)c1csc(N2CCOCC2)n1 (stereo unspecified)
 : -0.6	-0.8	-2.3	-0.6	0.5	-1.5	4	1	7
C[C@@H]1CCC[C@]2(O[C@@H](CCO)C[C@H](O)[C@H]2O)O1
 : -1.0	-4.0	1.7	0.3	4.8	-1.6	4	1	3
COc1ccc(CNC(=O)Cn2ccc(NC(=O)OCc3ccccc3)nc2=O)cc1
 : -2.2	0.1	0.7	-0.1	0.2	0.9	3	1	12
Cc1ccccc1NC(=O)C(Cc1ccccc1)n1cccc1 (stereo unspecified)
 : -1.5	-0.4	-0.2	0.7	-0.3	-0.9	-10	0	3
Cc1ccccc1OCC(O)CN1CCC(C)CC1 (stereo unspecified)
 : .	-0.3	-8.9	0.9	-2.6	1.1	4	-2	0
CCOC(=O)N1CCN(Cc2nc3c(c(=O)[nH]c(=O)n3C)n2Cc2cc(C)ccc2C)CC1
 : -0.2	i	0.8	0.4	0.1	-1.8	-3	-2	20
Cc1ccccc1C(=O)N1CCN(c2ccc([N+](=O)[O-])c(NCc3cccnc3)c2)CC1
 : 16	i	.	2.1	-0.3	0.7	14	-19	28
COc1ccc2c(c1)C=CC1(O2)N(CCO)c2ccccc2C1(C)C (stereo unspecified)
 : 2.2	i	.	-0.2	-4.1	-0.7	3	-4	6
Cc1nn(CC(=O)Nc2ccc(N3CCOCC3)cc2)c(C)c1[N+](=O)[O-]
 : -1.9	i	-0.1	0.2	5.6	-3.9	-6	0	-10
Cc1ccc(C)c(OCc2cc(C(=O)N3CCc4sccc4C3)no2)c1
 : -0.6	-0.1	1.5	-0.7	-0.4	.	3	0	21
COc1cccc(-c2csc3nc[nH]c(=O)c23)c1
 : -0.2	-0.6	.	-0.8	2.6	-3.4	7	-2	2
O=C(CCl)Nc1sccc1C(=O)c1ccccc1
 : 0.9	i	0.3	0.0	3.1	-2.4	23	-2	10
CCOC(=O)C1CCCCN1Cc1cn(C)nc1-c1ccccc1F (stereo unspecified)
 : -1.0	-0.4	0.4	0.7	0.7	0.7	0	-4	0
Cn1cccc1C(=O)NNC(=O)COc1ccc(Br)cc1
 : .	i	0.9	0.5	0.7	-3.5	1	-2	6
Nc1ccc(C(=O)N(CCO)CCO)cc1
 : .	0.7	1.2	0.1	0.1	-1.9	-1	3	6
C[C@H](CCC(=O)NCC(=O)O)[C@H]1CC[C@H]2[C@@H]3[C@H](O)C[C@@H]4C[C@H](O)CC[C@]4(C)[C@H]3C[C@H](O)[C@]12C
 : 0.1&0.7&0.1	-0.5&0.2	-0.8&0.0&1.0	1.9&0.2&-0.9	2.0&-3.5&-2.6	0.4&-1.8&0.3	4&4&9	1&-2&1	15&10&5
CCN(CC)S(=O)(=O)c1ccc(C(=O)NCc2n[nH]c(=S)n2-c2ccccc2OC)cc1
 : -0.4	0.9	.	-1.1	-2.4	-2.9	-7	2	2
O=C(NNC(=O)c1n[nH]c2ccccc12)c1ccccc1
 : -1.6	-0.3	0.2	-0.8	.	-4.6	-5	0	-3
Cc1ccc(-n2c(-c3ccccc3)c[n+]3c2CCc2ccccc2-3)c(C)c1
 : .	-0.3	1.5	-0.3	1.7	-0.9	-5	-2	15
COc1ccc(CNCCS(=O)(=O)NCc2ccccc2)cc1
 : -0.4	i	2.0	1.0	.	-4.9	-4	1	13
C/C(=N\Nc1nc2ccccc2[nH]1)c1ccc2c(c1)OCCO2
 : .	-0.2	1.9	1.9	1.2	-3.3	13	3	-33
O=C(C1CCN(S(=O)(=O)c2ccccc2)CC1)N(CCc1ccccc1)Cc1ccco1
 : -3.6	-7.7	.	4.4	-1.8	-3.1	-1	2	2
O=C(C(Sc1ccccc1)c1ccccc1)N1CCN(c2ccccc2)CC1 (stereo unspecified)
 : .	i	.	4.1	-1.6	-1.8	5	5	4
O=C(NC(Cc1ccccc1)C(=O)O)c1ccc(S(=O)(=O)N2CCCC2)cc1 (stereo unspecified)
 : .	-0.2	.	1.7	2.5	0.0	10	3	-4
COc1ccc(S(=O)(=O)N2CCc3ccccc32)cc1C(=O)N1CCN(C=O)CC1
 : -0.5	i	-0.4	-1.3	-3.6	1.0	-2	2	1
O=C(NCc1ccccc1)Nc1nnc([C@@H]2C[C@H](O)[C@@H](CO)O2)s1
 : 0.2	1.3	-4.7	.	.	-4.7	-2	-1	4
Cc1ccc(-c2cc(C(=O)N3CCN(C(=O)c4ccco4)CC3)[nH]n2)cc1C
 : -0.7	-0.2	0.0	1.1	-0.7	-4.1	1	0	8
CC1CCCC(CC(N)=O)CC1 (stereo unspecified)
 : -1.1	i	0.2	-0.4	.	-1.7	-4	-2	0
O=C(Cn1nc(Cc2cccnc2)c2ccccc2c1=O)Nc1cc(F)ccc1F
 : 6.5	-0.4	1.2	1.1	-0.1	-4.5	7	1	-2
COCCNC(=O)c1cc2sc3ccccc3c2s1
 : .	-2.5	.	1.7	-1.1	-1.0	5	9	4
O=C(c1cccc(C(=O)N2CCc3ccccc32)n1)N1CCc2ccccc21
 : .	-2.1	.	1.8	3.6	-3.8	-10	-3	27
Cc1ccc(C(O)c2ncc(-c3ccc(Cl)cc3)[nH]2)c(C)c1 (stereo unspecified)
 : 0.2	-0.5	0.5	.	.	-6.4	5	0	-17
Cc1ccc(S(=O)(=O)NC(CC(C)C)C(=O)Nc2ccncc2)cc1 (stereo unspecified)
 : .	0.0	2.1	2.5	-1.9	-3.4	0	4	1
Cc1ccc(NC(=O)c2ccn(C(=O)Nc3ccccc3)n2)c(C)c1
 : 1.1	1.0	1.5	-1.0	0.8	-1.2	3	3	-1
C/C(Cn1nc([N+](=O)[O-])cc1C)=N\NC(=O)COc1ccc(Cl)cc1Cl
 : .	-0.7	.	-0.4	-3.3	-6.1	-2	3	16
O=C1NC(=O)C(c2ccccc2)(c2ccccn2)N1 (stereo unspecified)
 : -2.4	i	0.8	-1.4	.	-0.7	3	-2	8
CCN(CC)S(=O)(=O)c1cccc(NC(=O)CCNC(=O)c2ccccc2Cl)c1
 : -0.7	-0.4	1.3	-0.7	0.3	1.5	-7	-1	3
O=C1CCCN1CCCNc1ccc2nnc(CCC(=O)N3CCN(c4ccc(F)cc4)CC3)n2n1
 : 2.0	-0.6	-1.8	1.3	-2.8	0.2	4	-2	2
CCOC(=O)CCCCCC(=O)Nc1ccc2c(c1)CC(=O)N([C@H](C)CO)C[C@@H](C)[C@H](CN(C)Cc1ccc3c(c1)OCO3)O2
 : -0.1	-0.6	0.0	1.4	-0.7	-0.6	9	-3	2
O=C(N[C@@H](Cc1ccc(Br)cc1)C(=O)O)OCC1c2ccccc2-c2ccccc21
 : 2.5	0.6	-0.1	-0.2	-0.3	-8.0	0	1	-1
CC(=O)Nc1ccc(-c2ccnc3c2CC(C)(C(=O)Nc2ccc(Cl)c(C(F)(F)F)c2)O3)cc1 (stereo unspecified)
 : -0.4	-0.8	-0.6	.	.	-1.5	13	3	-12
COc1ccc(S(=O)(=O)N2CCN(C(=O)c3cc(C4CC4)nn3-c3ccccc3)CC2)cc1OC
 : -0.6	-1.7	1.7	-0.3	-0.4	-1.9	4	3	6
N/C(=N\OC(=O)COc1ccc(Br)cc1)c1ccncc1
 : .	0.1	1.2	-0.7	1.3	0.8	9	0	-7
COc1ccc(-c2cc(C)no2)cc1S(=O)(=O)N1CCN(C(=O)c2ccco2)CC1
 : 26	-2.5	0.2	1.0	0.3	1.0	10	2	7
O=C(O)/C(=C\c1cccc(OCc2ccccc2)c1)c1ccc(F)cc1
 : 3.6	i	-0.9	2.0	-0.5	4.2	-7	0	-1
CCC(Sc1nc2cc(OC)c(OC)cc2c(=O)n1Cc1ccc(OC)cc1)C(=O)NCCOC (stereo unspecified)
 : .	-0.3	0.2	-1.0	-0.1	-2.1	16	0	13
COc1ccc2cc3c(N)nn(C(=O)c4ccccc4[N+](=O)[O-])c3nc2c1
 : .	-0.3	2.4	1.1	0.6	-0.7	14	-1	-9

Next compounds follow.
Every second line gives: BioA inh	BH1578 lux ind	TcdB GH inh	PfHsp40 rescue	UGM FP inh	FadD28 FP inh	GDH-TPI inh	FBA Mtb inh	Y pestis TopoI
Cc1c(NC(=O)c2ccc(Br)o2)c(=O)n(-c2ccccc2)n1C
 : -3.8	1.6	.	0.7	3.4	-2.2	5	-2	-5
CN(C)N1C(N)=C(C#N)C(c2cccc([N+](=O)[O-])c2)C2=C1CC(C)(C)CC2=O (stereo unspecified)
 : 2.1	i	0.3	-1.8	.	.	4	2	-2
c1ccc(Oc2ccc(-c3ccnc4ncnn34)cc2)cc1
 : .	-5.6	0.3	0.2	-1.9	-1.7	5	1	8
CCOc1c(Cl)cc(CNC(C)C(O)c2ccccc2)cc1OC (stereo unspecified)
 : .	i	0.7	0.0	-4.6	-2.1	1	0	-8
CCCOc1ccc(N2C(=O)CC(N(Cc3ccc(S(N)(=O)=O)cc3)C(=O)CC)C2=O)cc1 (stereo unspecified)
 : 1.8	.	.	0.0	-1.1	-2.5	9	3	-3
Cc1ccc(N2CC(C(=O)Nc3ccccc3C(=O)N3CCOCC3)CC2=O)cc1 (stereo unspecified)
 : -1.6	-0.1	-4.6	-0.2	-0.6	1.7	-2	3	-3
O=C(COc1ccccc1)N/N=C/c1ccc2c(c1)OCO2
 : 0.9	1.0	0.6	0.1	0.1	-2.4	7	7	0
N=Cc1c(O)n(-c2ccccc2)c(=O)n(-c2ccccc2)c1=O
 : -2.6	-1.1	-0.2	-2.0	-4.0	-0.6	2	1	9

Entries above that have a thiophene ring, fused or not:
Every second line gives: BioA inh	BH1578 lux ind	TcdB GH inh	PfHsp40 rescue	UGM FP inh	FadD28 FP inh	GDH-TPI inh	FBA Mtb inh	Y pestis TopoI
Cc1ccc(C)c(OCc2cc(C(=O)N3CCc4sccc4C3)no2)c1
 : -0.6	-0.1	1.5	-0.7	-0.4	.	3	0	21
COc1cccc(-c2csc3nc[nH]c(=O)c23)c1
 : -0.2	-0.6	.	-0.8	2.6	-3.4	7	-2	2
O=C(CCl)Nc1sccc1C(=O)c1ccccc1
 : 0.9	i	0.3	0.0	3.1	-2.4	23	-2	10
COCCNC(=O)c1cc2sc3ccccc3c2s1
 : .	-2.5	.	1.7	-1.1	-1.0	5	9	4

Screening data as filed in PubChem BioAssay.
